Chronic BCR inh: inhibitors of chronic active B-cell receptor signaling. ABC-DLBCL IkBa-CBG/CBR reporter, luminescence ratio, 4 h. Potency, µM (series often up to 46.1 µM), inactives show at the top dose ratio change, negative = lower green/red ratio, actives largely listed as inhibitors. 340,000 compounds, 0.05% hits. AID 493014; active means well fitted inhibition curve with a large enough effect in the signal ratio, with a control signal flat, not every such curve was filed as active; inconclusive means small, poorly fitted or top-dose-only effect, or effect the other way, or a change in a side signal; the % refers to the signal ratio;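 further: plate controls were basal doxycycline-induced cells for no effect and cells given 10 µM MG132 for full effect; MG132 reads +100%, hits lower the ratio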
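TMD8 ABC-DLBCL cells carrying doxycycline-inducible green luciferase fused to IkappaBalpha plus unfused red luciferase were exposed to compounds (up to 46 uM) for 4 hrs at 37C. Activity came from the overlap-corrected green/red luminescence ratio.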
Numbers without * were called inactive; ? = inconclusive. Potency means the concentration at half of the fitted maximal effect.

SMILES	Chronic BCR inh
COc1ccc(Nc2nc3ccc(Cl)cc3nc2-n2nc(C)cc2C)cc1	-6%
COc1ccc(CNc2ncnc3c2c(-c2ccccc2)cn3-c2cccc(C)c2)cc1	3%
CCOCCn1ccc2c(OCC(=O)NCc3ccc(C)cc3)cccc2c1=O	-4%
CC(C)OCCCNC(=O)C(=O)Nc1c2c(nn1-c1ccccc1)CS(=O)(=O)C2	-30%
Cc1ccc(C(c2sc3nc(-c4ccco4)nn3c2O)N2CCCCC2)cc1 (stereo not given)	6%
Cn1nnc2c(N3CCN(c4ccc(F)cc4)CC3)ncnc21	?
CCOC(=O)c1c(C)oc2ncnc(Nc3ccc(OC)c(OC)c3)c12	-9%
COc1ccc(C)cc1NC(=O)c1cc(S(=O)(=O)N2CCN(c3cccc(C)c3C)CC2)ccc1F	7%
Cc1ccc(NC(=O)CN2C(=O)c3ccccc3Sc3ccc(C(=O)N4CCOCC4)cc32)cc1C	?
CC1CCN(c2ccc(NC(=O)c3cccc(Cl)c3)cc2C(=O)O)CC1	-12%
N#Cc1c(NC(=O)CS(=O)(=O)c2ccc(Cl)cc2)sc2c1CCCCC2	?
COc1ccc(NC(=O)Cn2cc(C(=O)c3cccs3)c3ccccc32)cc1	-4%
CN(C)CCNc1ncnc2c1cnn2-c1cccc(Cl)c1	?
CCOc1ccc(C2C(C(=O)Nc3ccc(OC)cc3)=C(C)Nc3nc(CCCO)nn32)cc1 (stereo not given)	-28%
O=C(CSc1nnc(-c2ccncc2)n1-c1ccccc1)Nc1ccc(F)cc1	1%
Cc1cccc(CN2C(=O)c3ccccc3Sc3ccc(C(=O)NCc4cccs4)cc32)c1	-7%
CCOc1ccc(N2CC(NC(=O)C3CCCCC3)CC2=O)cc1 (stereo not given)	-8%
COc1ccc(NC(=O)COCc2cc(-c3ccco3)on2)cc1	-2%
Cc1cccc(S(=O)(=O)c2cn(Cc3ccc(F)cc3)c3cc(N4CCOCC4)c(F)cc3c2=O)c1	12%
COc1ccc(C(=O)NCC(c2ccco2)S(=O)(=O)c2cccs2)cc1 (stereo not given)	2%
NC(=O)C1CCN(S(=O)(=O)c2cc3c(cc2Cl)NC(=O)CO3)CC1	-3%
CC(=O)Nc1ccc(NC(=O)CN2C(=O)CN(C)C(=O)c3ccccc32)cc1	2%
Cc1cccc(Cn2c(CN3CCC(C(=O)NCc4cccnc4)CC3)cc3ccccc32)c1	-20%
Cc1cc(=O)[nH]c2nnc(SCc3ccc(C(F)(F)F)cc3)n12	18%
O=C(NCCC1=CCCCC1)c1ccc2c(=O)n3nc(Nc4ccccc4)sc3nc2c1	?
Cc1cc(NC(=O)Cn2c(=O)oc3cc(S(=O)(=O)N4CCCC4)ccc32)ccc1Br	9%
COC(=O)c1ccc2c(=O)n(CCCCCC(=O)NCc3ccc(Cl)cc3)c(=O)[nH]c2c1	15%
COc1ccc(-c2nc3scc(CCNS(=O)(=O)c4ccc(Oc5ccccc5)cc4)n3n2)cc1	?
COc1ccc(-c2cnnn2-c2ccc(NC(=O)c3ccccc3OC)cc2)cc1	1%
COc1cc(/C=C/c2nc3cc(Cl)ccc3c(=O)n2-c2cccc(C(F)(F)F)c2)cc(OC)c1OC	2%
CCN(CC)c1ccc2cc(-c3nc(-c4ccccc4)no3)c(=O)oc2c1	?
COc1ccc2sc(N(Cc3cccnc3)C(=O)COc3ccccc3)nc2c1	-1%
CCOC(=O)c1c(S(=O)(=O)N2CCCC(C(=O)NCc3ccc(F)cc3)C2)c(C)n(CC)c1C (stereo not given)	-2%
COc1ccc(OC)c(NC(=O)c2oc(=O)c3ccccc3c2-c2ccccc2)c1	?
Cc1c(C(=O)Nc2cccc(C(F)(F)F)c2)oc2ccc(S(=O)(=O)N(C)C3CCCCC3)cc12	-2%
CCCOc1ccc(C2C(=O)N(C3CCCCCC3)CC(=O)N2Cc2ccccc2OC)cc1OC (stereo not given)	-2%
CCOC(=O)c1ccc(N2CCN(c3cccc(Cl)c3)CC2)c(NC(=O)Nc2ccc(Cl)cc2)c1	?
COc1ccc(NC(=O)CC(C)S(=O)(=O)c2ccc3c(c2)NC(=O)CO3)cc1OC (stereo not given)	-24%
COc1ccccc1Nc1nn2c(=O)c3ccc(C(=O)NCc4cccs4)cc3nc2s1	?
COc1cc2c(cc1OC)n(CC(=O)c1cccc(Cl)c1)c(=O)n1nc(CCn3nc(C)cc3C)nc21	-1%
COc1ccc2oc(=O)c(-c3cn4c(n3)sc3cc(OC)ccc34)cc2c1	-15%
O=C(CSc1nnc(-c2ccccc2)c(-c2ccccc2)n1)NCCc1ccccc1	?
Cc1nc2nc(SCC(=O)NC3CCC(C)CC3)nn2c(C)c1Cc1ccccc1Cl (stereo not given)	1%
O=S(=O)(NCC(c1ccco1)N1CCN(c2ccccc2)CC1)c1ccccc1 (stereo not given)	?
Cn1nnnc1SCCNCc1ccc(F)cc1	?
CCCCN(C)S(=O)(=O)c1ccc(C(=O)Nc2sc3c(c2C(N)=O)CC(C)(C)NC3(C)C)cc1	-8%
COc1ccccc1NC(=O)c1cnc(SCC(=O)N2CCOCC2)n(C)c1=O	?
COc1cc(C(=O)N2CCN(c3ccc(Nc4ccc(C)cc4)nn3)CC2)cc(OC)c1OC	-13%
Cc1ccc(N2CC(NC(=O)c3cccs3)CC2=O)cc1C (stereo not given)	-13%
COc1cccc(CNC(=O)C2(c3cccs3)CCOCC2)c1	11%
CCCC(=O)N(c1ccc2oc(C)c(C(C)=O)c2c1)S(=O)(=O)c1ccc(C)cc1	?
O=C(CC1N=C2c3ccccc3N=C(SCc3ccccc3Cl)N2C1=O)NCCc1ccccc1 (stereo not given)	-1%
CCOc1cc(C(=O)Nc2ccc(-c3nc4ccccc4s3)cc2Cl)cc(OCC)c1OCC	3%
CCc1ccc(C2=NN(CCC(=O)NCCc3ccccc3)C(=O)CC2)cc1	?
CC(=O)Nc1ccc(S(=O)(=O)NCCc2csc3nc(-c4cccc(C)c4)nn23)cc1	10%
Cc1ccc(CNC(=O)CN2C(=O)COc3ccccc32)cc1	-11%
Cn1c(=O)c2c(n3c4ccccc4nc13)NC(=O)CC2c1cccc(F)c1 (stereo not given)	5%
CCOc1ccc(NC(=O)CSC2=Nc3ccccc3C3=NC(CC(=O)NCc4ccco4)C(=O)N23)cc1 (stereo not given)	?
CCOC(=O)N1CCc2c(sc(NCc3ccc(N(CC)CC)cc3)c2C(=O)Nc2cc(OC)ccc2OC)C1	5%
Clc1cccc(-n2ncc3c(N4CCC(Cc5ccccc5)CC4)ncnc32)c1	16%
Next entries
SMILES	Chronic BCR inh
COc1ccc(CC(=O)NC2CC(=O)N(c3cccc(F)c3)C2)cc1 (stereo not given)	-9%
CC(=O)Nc1cccc(C(=O)NCc2ccc3c(c2)CCN3C(=O)c2ccccc2)c1	?
O=C(NCCCN1CCCCC1)c1cc(Sc2ccc(Cl)cc2)nc2ccccc12	8%
COc1ccccc1N1CCN(c2ccc(NC(=O)c3ccc(C)cc3)cc2C(=O)O)CC1	-3%
O=C(CSc1nc2ccccc2c2nc(-c3ccccc3)nn12)Nc1ccc(Br)cc1	-6%
Cn1c(SCC(=O)Nc2nc3ccccc3s2)ncc(C(=O)Nc2ccc(F)cc2)c1=O	-2%
Cc1ccc(C)c(CN2C(=O)c3ccccc3Sc3ccc(C(=O)NCc4ccco4)cc32)c1	0%
O=C(Nc1ccc(Cl)cc1)N1CCC(CN2CCCCCC2)CC1	?
O=C(Cn1c(=O)n2nc(-c3cccc(F)c3)nc2c2ccccc21)N1CCN(c2ccc(F)cc2)CC1	-1%
Cc1nnc(N2C(=O)c3oc4ccccc4c(=O)c3C2c2ccc(Cl)cc2)s1 (stereo not given)	3%
COc1ccc(CCNC(=O)C2CCC(CNS(=O)(=O)c3ccc(C)cc3)CC2)cc1OC (stereo not given)	?
COc1cccc2sc(N3CCN(C(=O)CS(=O)(=O)c4ccc(Cl)cc4)CC3)nc12	1%
COc1cccc(CNc2ncc(-c3ccc(Br)cc3)n2C)c1	?
CCCn1ccc2c(OCC(=O)Nc3cc(C)ccc3C)cccc2c1=O	-5%
CC(C)c1ccc(NC(=O)c2ccc(F)c(S(=O)(=O)N3CCN(c4ccccc4F)CC3)c2)cc1	3%
COc1ccc(C2=NN(CC(=O)NCCc3ccc(OC)c(OC)c3)C(=O)CC2)cc1	?
CCOc1ccccc1NC(=O)c1c(NCc2ccc(C)o2)sc2c1CCCCC2	-10%
Cc1cccc(N2C(=O)N(CC(=O)C(C)(C)C)c3ccccc3S2(=O)=O)c1C	0%
COc1ccc(-c2c(C)c3cc(OC(=O)N4CCOCC4)ccc3oc2=O)cc1	?
COc1ccc(C(=O)c2oc3ccccc3c2NC(=O)COc2cccc(C)c2)cc1	-11%
COc1ccc(NC(=O)Cn2c(=O)cc(C)c3c(C)nn(C)c32)cc1	-1%
Cc1ccc(Cl)cc1NC(=O)c1sc2nc(-c3ccccc3)cn2c1C	?
CS(=O)(=O)NCC(c1ccco1)N1CCN(c2ccccc2)CC1 (stereo not given)	9%
COc1ccc(N2CC(NC(=O)c3cc4ccccc4o3)CC2=O)cc1 (stereo not given)	0%
COc1ccccc1CNC(=O)CCC1N=C2c3ccccc3N=C(SCc3ccccc3Cl)N2C1=O (stereo not given)	-22%
COc1ccc(CC(=O)NCc2ccc3c(c2)CCN3C(=O)c2ccc(Cl)cc2)cc1OC	?
Cc1ccccc1NC(=O)CCn1nc(-c2ccccc2)c2ccccc2c1=O	21%
Cc1cc(C)c2c(N)c(C(=O)Nc3ccccc3C(F)(F)F)sc2n1	?
CCCOc1ccc(C2C(=O)N(C3CCCCCC3)CC(=O)N2C(C)C)cc1OC (stereo not given)	-1%
CCOC(=O)c1cccc(Nc2nc(C(=O)OCC)nc3ccccc23)c1	-16%
Cc1ccccc1NC(=O)CSc1cn(CC(=O)N2CCCC2)c2ccccc12	?
COc1cccc(CNC(=O)CN2C(=O)N(c3cc(C)ccc3C)S(=O)(=O)c3ccccc32)c1OC	-7%
CCOC(=O)C1CCC(CN(Cc2ccc(Cl)cc2)S(=O)(=O)c2cccc(Cl)c2C)CC1 (stereo not given)	0%
CCOc1ccc(Sc2cc(C(=O)NC(C)c3ccccc3)c3ccccc3n2)cc1 (stereo not given)	?
COc1ccc(CCNC(=O)c2cc(-c3ccc(C)cc3)nc3n[nH]c(-c4ccc(F)cc4)c23)cc1OC	0%
O=C(CC1N=C2c3ccccc3N=C(SCc3ccccc3F)N2C1=O)NCCc1ccccc1 (stereo not given)	?
Clc1cccc(CSc2nc(NCCc3ccccc3)c3ccccc3n2)c1	28%
Oc1c(C(c2ccccc2)N2CCOCC2)sc2nc(-c3ccco3)nn12 (stereo not given)	-4%
CCOC(=O)c1cnn(-c2ccc(C(=O)Nc3cc(OC)c(OC)c(OC)c3)cc2)c1N	0%
O=C(CSc1nnc(NC(=O)NC2CCCCC2)s1)Nc1ccccc1F	15%
COc1ccc(CNC(=O)c2cnn(-c3ccc(C)cc3)c2C2CCN(C(=O)OC(C)(C)C)CC2)cc1	10%
COc1ccc(N2CCN(CCCNC(=O)c3cc(Nc4ccc(OC)cc4OC)nc4ccccc34)CC2)cc1	24%
CCC(=O)N1CCc2cc(CNC(=O)C(CC)c3ccccc3)ccc21 (stereo not given)	-1%
Cc1cccc(C(=O)N2CCc3cc(CNC(=O)c4ccnn4C)ccc32)c1	?
Cc1cccc(C)c1NC(=O)c1cc(S(=O)(=O)N2CCc3ccccc3C2)ccc1F	12%
CCc1ccc(Sc2cc(C(=O)NC(C)CC)c3ccccc3n2)cc1 (stereo not given)	2%
COc1ccccc1NC(=O)NCc1cccn1Cc1ccccc1	-3%
COc1ccc(C2C(=O)N(C3CCCCCC3)CC(=O)N2CCC2=CCCCC2)cc1 (stereo not given)	-1%
COC(=O)c1c(NC(=O)c2ccc(S(=O)(=O)N3CCC(C)CC3)cc2)sc2c1CCN(C)C2	-4%

For convenience, part of the list above:
SMILES	Chronic BCR inh
CCOC(=O)c1c(C)oc2ncnc(Nc3ccc(OC)c(OC)c3)c12	-9%
COc1ccc(C)cc1NC(=O)c1cc(S(=O)(=O)N2CCN(c3cccc(C)c3C)CC2)ccc1F	7%
Cc1ccc(NC(=O)CN2C(=O)c3ccccc3Sc3ccc(C(=O)N4CCOCC4)cc32)cc1C	?
CC1CCN(c2ccc(NC(=O)c3cccc(Cl)c3)cc2C(=O)O)CC1	-12%
N#Cc1c(NC(=O)CS(=O)(=O)c2ccc(Cl)cc2)sc2c1CCCCC2	?
COc1ccc(NC(=O)Cn2cc(C(=O)c3cccs3)c3ccccc32)cc1	-4%
CN(C)CCNc1ncnc2c1cnn2-c1cccc(Cl)c1	?
CCOc1ccc(C2C(C(=O)Nc3ccc(OC)cc3)=C(C)Nc3nc(CCCO)nn32)cc1 (stereo not given)	-28%
O=C(CSc1nnc(-c2ccncc2)n1-c1ccccc1)Nc1ccc(F)cc1	1%
Cc1cccc(CN2C(=O)c3ccccc3Sc3ccc(C(=O)NCc4cccs4)cc32)c1	-7%
CCOc1ccc(N2CC(NC(=O)C3CCCCC3)CC2=O)cc1 (stereo not given)	-8%
COc1ccc(NC(=O)COCc2cc(-c3ccco3)on2)cc1	-2%
Cc1cccc(S(=O)(=O)c2cn(Cc3ccc(F)cc3)c3cc(N4CCOCC4)c(F)cc3c2=O)c1	12%
COc1ccc(C(=O)NCC(c2ccco2)S(=O)(=O)c2cccs2)cc1 (stereo not given)	2%
NC(=O)C1CCN(S(=O)(=O)c2cc3c(cc2Cl)NC(=O)CO3)CC1	-3%
CC(=O)Nc1ccc(NC(=O)CN2C(=O)CN(C)C(=O)c3ccccc32)cc1	2%
Cc1cccc(Cn2c(CN3CCC(C(=O)NCc4cccnc4)CC3)cc3ccccc32)c1	-20%
Cc1cc(=O)[nH]c2nnc(SCc3ccc(C(F)(F)F)cc3)n12	18%

Some of the compounds tested; rates above refer to the full screens.
